# Screens from PubChem.
# AHR act – human AHR activation | AHR-responsive luciferase reporter cells, luminescence | AID 2796 | activation, % at 5 µM | 2.5% of 320,000 active | P35869; in the data active means activation above about 47%;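 further: 0% = vehicle wells and 100% = reference agonist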
# PP1 inh – PP1-alpha (human) inhibition in PP5 counter-screen | AID 2235 | P62136 | inhibition, % at 6.7 µM | purified PP1alpha, OMFP fluorescence | 0.9% of 320,000 active;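 active means inhibition above the mean inhibition of all tested compounds plus 3 SD, computed separately for each screening campaign, cut at about 15% in these data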
# Target sequence (P62136 whole entry, looked up): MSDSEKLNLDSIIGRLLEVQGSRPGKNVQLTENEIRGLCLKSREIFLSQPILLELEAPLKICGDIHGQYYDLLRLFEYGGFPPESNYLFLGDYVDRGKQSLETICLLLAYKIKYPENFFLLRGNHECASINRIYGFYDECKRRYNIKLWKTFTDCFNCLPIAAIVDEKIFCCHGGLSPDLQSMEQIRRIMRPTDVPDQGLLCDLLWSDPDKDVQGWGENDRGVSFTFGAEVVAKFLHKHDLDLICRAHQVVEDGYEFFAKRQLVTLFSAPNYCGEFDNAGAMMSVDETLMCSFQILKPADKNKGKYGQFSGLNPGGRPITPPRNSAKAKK
# proCasp3 act – activators of human procaspase-3 | P42574 | recombinant procaspase-3 D3A, Ac-DEVD-pNA absorbance 405 nm | activation, % at 8.5 µM | 0.11% of 330,000 active | AID 463141;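 active means activation above the mean of all tested compounds plus 3 SD, cut at about 21% in these data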;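 further: 0% = DMSO alone and 100% = DMSO wells spiked with extra 5 µM PC-3 D3A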
# Target sequence (P42574 whole entry D9A/D28A/D175A): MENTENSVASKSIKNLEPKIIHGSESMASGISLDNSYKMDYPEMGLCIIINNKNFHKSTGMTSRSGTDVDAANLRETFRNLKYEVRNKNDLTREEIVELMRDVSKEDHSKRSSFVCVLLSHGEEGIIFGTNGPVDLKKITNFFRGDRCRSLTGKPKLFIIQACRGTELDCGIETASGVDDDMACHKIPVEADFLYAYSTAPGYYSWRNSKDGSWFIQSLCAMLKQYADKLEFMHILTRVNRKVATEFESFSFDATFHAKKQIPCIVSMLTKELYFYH
#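 Compound: 8.5 µM single point, 0.8% DMSO / Material: Autoprocessing-dead procaspase-3 D3A mutant enzyme / Timing: 1 h preincubation plus 2 h reaction at 25 °C / Medium: Zinc-free HEPES/NaCl buffer with 0.01% Triton X-100 at pH 7.4 / Technique: 405 nm absorbance of p-nitroaniline, reads at 0 and 120 min / Repeats: one well per compound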
# proCasp7 act – counter-screen for procaspase-3 activators: activators of human procaspase-7 | P55210 | recombinant procaspase-7, Ac-DEVD-pNA absorbance 405 nm; D23A/D198A/D206A triple mutant, cannot self-cleave; scale: DMSO 0, 5 µM enzyme 100 | activation, % at 8.5 µM | 0.093% of 330,000 active;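 active means percent activation above the screen-wide mean plus 3 SD, cut at about 25% in these data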
# Target sequence (P55210 whole entry D23A/D198A/D206A): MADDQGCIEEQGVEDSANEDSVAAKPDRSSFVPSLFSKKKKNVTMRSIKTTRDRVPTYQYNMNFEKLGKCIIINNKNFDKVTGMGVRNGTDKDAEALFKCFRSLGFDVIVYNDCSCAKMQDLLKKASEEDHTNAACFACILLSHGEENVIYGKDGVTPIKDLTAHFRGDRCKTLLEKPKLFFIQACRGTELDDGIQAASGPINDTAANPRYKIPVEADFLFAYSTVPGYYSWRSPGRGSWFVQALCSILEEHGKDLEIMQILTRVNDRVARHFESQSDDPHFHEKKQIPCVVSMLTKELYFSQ
#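 Test system: Procaspase-7 triple mutant (PC-7 D3A). Also added: Ac-DEVD-pNA substrate, 400 µM as added. Schedule: 1 h enzyme–compound preincubation and 2 h substrate reaction, both 25 °C. Signal: p-Nitroaniline absorbance at 405 nm, read at 0 and 120 min. Control set: low DMSO alone, high DMSO plus 5 µM PC-7.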
# PP5 primary – PP5 (human) phosphatase inhibition; purified PP5c, OMFP substrate fluorescence; inhibition, % at 6.7 µM; 0.18% of 320,000 active; AID 1987;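 active means inhibition above the campaign's mean inhibition across all tested compounds plus 3 SD, cut at about 9.5% in these data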;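 further: 0% = DMSO only and 100% = 100 µM cantharidin control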
# PAFAH2 inh – inhibitors of human PAFAH2; 0.99% of 340,000 active; recombinant PAFAH2, FP-rhodamine activity probe, fluorescence polarization; AID 492956; inhibition, % at 3.39 µM; Q99487;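 active means inhibition above the mean over all tested compounds plus 3 SD, cut at about 30% in these data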;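 further: inhibitors block probe labeling of enzyme so polarization drops; 0% = enzyme with DMSO and 100% = wells lacking PAFAH2 protein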
# TPT1 inhibitor – blocks Candida albicans tRNA 2'-phosphotransferase | inhibition, % at 5 µM | recombinant caTPT1, FP RNA substrate dephosphorylation | 0.81% of 300,000 active;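 active means inhibition above the mean of all tested compounds plus 3 SD, set per screening campaign, cut at about 24% in these data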;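 further: plate controls were DMSO alone for no effect and ferristatin control at 100 nM for full effect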
# HCV core dimer – HCV core protein dimerization inhibition; TR-FRET GST/Flag-core106 dimerization, 1536-well; inhibition, % at 5 µM; 0.33% of 300,000 active; AID 1899;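 active means inhibition above the mean of all tested compounds plus 3 SD, set per screening campaign, cut at about 45% in these data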
#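 Assay system: Tagged HCV core106 pair (GST and Flag) | Buffer or medium: KF-containing HEPES buffer, pH 7.45, DTT, CHAPS, BSA | Also added: Eu donor and XL665 acceptor anti-tag antibodies | Dosing: One concentration, 5 µM, in 0.5% DMSO | Timing: 4 h at 22.5 °C | Technique: TR-FRET 671 and 617 nm emission | Repeats: Singlicate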
# Fh CTSL1 inh – counter-screen for PFM18AAP inhibitors: inhibitors of F. hepatica cathepsin L1 | recombinant F. hepatica cathepsin L1, Z-Leu-Arg-MCA fluorescence | inhibition, % at 5.96 µM | 0.49% of 300,000 active | AID 1906;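 active means inhibition above the mean of all tested compounds plus 3 SD, set per screening campaign, cut at about 17% in these data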;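 further: 0% = plate median of test compound wells and 100% = 1 µM Z-Phe-Ala-diazomethylketone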
# Active calls of the source: *; / = no result given.
SMILES,AHR act,PP1 inh,proCasp3 act,proCasp7 act,PP5 primary,PAFAH2 inh,TPT1 inhibitor,HCV core dimer,Fh CTSL1 inh
Cc1ccc(C(=O)N/C(=C\c2ccco2)C(=O)N2CCOCC2)cc1C,4,-11,0,-12,0.9,-1,0,2,-5
CC(C)Cc1nnc(NC(=O)CCC(=O)N2CCN(S(=O)(=O)c3ccccc3)CC2)s1,4,-2,-1,3,-0.6,-7,2,-5,-2
COC(=O)c1ccc(NC(=O)COC(=O)C2CCC2)cc1,4,-5,2,6,1.1,16,1,0,-13
CCOC(=O)c1ccc(NC(=O)C2(c3ccc(OC)cc3)CCCC2)cc1,-2,6,-6,-1,3.2,-5,1,6,1
COc1ccc(C(=O)OCC(=O)Nc2ccc(F)c(F)c2)cc1OC,0,3,-1,7,1.8,82*,-11,-4,2
CC1CCC2(CC1)NC(=O)c1ccccc1O2 (configuration not stated),-1,-2,-1,4,0.0,5,0,3,0
COc1ccc(CCC(=O)OCC(=O)Nc2sccc2C(N)=O)cc1,0,-4,-5,-1,1.1,-4,/,/,/
O=S(=O)(Nc1ccc(Nc2ccccc2)cc1)c1ccc(F)cc1,0,0,-15,-10,5.5,11,6,-6,1
CCn1c(=O)c2c(n3c(=S)[nH]nc13)-c1ccccc1CC21CCCCC1,0,-4,-2,5,-0.3,23,-2,5,0
COC(=O)CNC(=O)c1cc(-c2ccncc2)nc2ccc(C)cc12,2,0,-1,8,-0.4,-2,0,-1,6
CCOc1ccccc1N(CC(=O)Nc1ccc(C)cc1)S(C)(=O)=O,12,-1,-1,-2,3.9,-3,-4,5,5
Cc1cc(=O)n(C)c(=O)n1CCCCOc1ccc([N+](=O)[O-])cc1,1,2,-7,-12,0.9,-3,-4,5,-1
S=C(N=Nc1ccccc1)NNc1ccccc1,53*,-2,1,-11,1.9,7,-2,-13,3
Cc1c(-c2ccc(O)cc2)nc2nc(-c3ccccc3)c(-c3ccccc3)nn12,-2,-3,-24,-8,-2.8,/,27*,20,-2
O=C(O)CCN1C(=O)c2ccc(NC(=O)C(c3ccccc3)c3ccccc3)cc2C1=O,-1,-2,1,7,0.8,8,-1,0,-2
COC(=O)Cc1cc(=O)n2c(nc3ccccc32)[nH]1,20,-2,7,4,-0.2,-1,1,-2,1
COc1ccc(NC(=O)Nc2cccnc2)cc1,27,-1,1,5,0.9,-4,-2,-3,0
Cc1ccc2c(c1)NC(=O)C(CC(=O)NCCN(C)C)O2 (configuration not stated),1,-3,5,7,-0.7,-7,-1,1,-1
O=S(=O)(c1cc(F)cc(F)c1)N1CCN(c2ncccn2)CC1,0,-2,6,4,0.1,-2,1,-2,2
COc1ccc(NC2=CC(=O)CC(C)(C)C2)cc1,1,0,-4,17,-0.7,1,-3,-1,3
Cc1ccccc1C(=O)NCC(=O)OCC(=O)NC(C)C1CC2CCC1C2 (configuration not stated),0,-1,4,-7,2.3,3,/,/,/
O=C(CNC(=O)N1CC(=O)Nc2ccccc21)Nc1cc(Cl)ccc1Cl,37,0,7,0,3.3,-5,-5,-8,1
CCOc1ccc(CCNC(=O)c2cccc(NC3=NC4CS(=O)(=O)CC4S3)c2)cc1 (configuration not stated),-1,-2,5,1,-1.7,-4,-1,-7,0
O=C(NCCCN1CCOCC1)c1ccc(CNS(=O)(=O)c2ccc(Br)cc2)cc1,0,-4,5,8,-0.5,-5,-3,-3,-3
O=C(CSc1nnc(Cc2ccccc2)o1)Nc1ccccc1,3,-2,3,3,-1.1,2,5,0,-1
# Going on with the list:
SMILES,AHR act,PP1 inh,proCasp3 act,proCasp7 act,PP5 primary,PAFAH2 inh,TPT1 inhibitor,HCV core dimer,Fh CTSL1 inh
CC(C)(C)c1ccc(C(=O)Nc2cccc3ncccc23)cc1,31,5,-3,-1,1.7,0,-25,6,0
CCC(C)(C)NC(=O)C(c1ccc(O)cc1)N(C(=O)Cn1nnc2ccccc21)c1ccc(NC(C)=O)cc1 (configuration not stated),0,4,2,6,-0.4,-3,-1,-1,2
O=C(Cc1cccc2ccccc12)N/N=C/c1ccc(Sc2nc3ccccc3s2)o1,27,13,12,12,6.1,-45,2,30,-1
CNC(=S)Nc1sc2c(c1C(=O)OC)CCC2,-1,2,-5,-10,-2.6,3,0,-9,-5
COc1ccc(N2CCN(C(=O)Nc3cccc(C(F)(F)F)c3)CC2)cc1,-1,2,2,0,4.3,2,1,-4,0
CCC(C)NC(=O)N[C@@H](Cc1ccccc1)C(=O)O (some centres not stated),0,-3,4,-5,0.4,-1,2,-2,-2
Cc1cc[n+](-c2[nH]c(=O)sc2/C=N/N=C(\[O-])c2ccccc2)cc1,-1,-5,0,5,0.3,/,-10,-1,3
O=C(Cc1ccccc1F)Nc1nc(-c2cccnc2)cs1,24,12,-8,-5,0.6,-12,10,27,-1
COc1cccc(/C=C2\CCc3ccccc3C2=O)c1,2,3,-2,2,1.2,4,-3,-6,2
CC(NCc1ccc2c(c1)OCO2)C(=O)N1CCc2ccccc21 (configuration not stated),5,-3,-2,10,2.7,-3,3,-6,-1
Cc1cccc(CN2C(=O)N/C(=C/c3cc(C)n(-c4ccccn4)c3C)C2=O)c1,45,-1,1,-16,4.2,2,0,9,1
Cc1cccc(N2CCN(C(=O)C3CCN(S(=O)(=O)c4cccc5cccnc45)CC3)CC2C)c1 (configuration not stated),0,1,1,0,-0.9,3,-1,6,-1
Cc1c(OCC(=O)N2CCC(C(=O)O)CC2)ccc2c3c(c(=O)oc12)CCC3,-1,-5,6,2,1.6,-6,-2,3,0
Cc1ccc(NC(=O)COc2cccnc2[N+](=O)[O-])cc1S(=O)(=O)N1CCCCC1,0,-1,11,11,2.4,7,1,6,-7
COc1ccc(CN2CN(C(C)C)CSC2=S)cc1,10,-2,-3,-2,3.1,3,-2,-4,3
Cc1ccc(-n2nc(C)c3cc(C(=O)O)sc32)cc1,2,-2,11,1,2.0,1,-1,2,-3
CC1CCCN(CCC(=O)Nc2ccc(F)c(F)c2)C1 (configuration not stated),3,-4,9,3,-5.3,-3,3,0,-4
CCOC(=O)Nc1cc(C)ccc1OC,4,0,6,7,-0.5,-5,-4,7,-2
FC(F)(F)c1cccc(CNC2CCN(Cc3ccccc3)CC2)c1,-3,2,-3,5,1.7,-8,-6,-8,2
CCOC(=O)c1ccccc1NC(=O)Cn1c(=O)n(Cc2ccccc2)c(=O)c2c(C)c(C)sc21,-1,-1,6,3,0.2,1,-5,5,-1
CC(C)(C)NC(=O)COc1ccc(CNc2ccc3[nH]c(=O)[nH]c3c2)cc1,2,-5,-3,8,0.5,4,-1,-6,0
Cc1cc(=O)oc2c1c(C(F)(F)F)nn2-c1ccccc1,1,-3,0,-13,3.4,/,3,9,7
CCc1ccc(NC(=S)N(CCC(C)C)C2CCN(C(C)=O)CC2)cc1,2,6,4,3,-0.2,-4,0,-5,-3
O=C(CN(C(=O)c1ccccc1Cl)N1C(=O)CCCC1=O)c1ccc(Cl)cc1,2,-8,2,1,1.6,-4,-1,-6,1
Cc1cc(=O)[nH]c(SCC(=O)Nc2cccc3ccccc23)c1C#N,12,-3,-3,0,0.9,-3,-1,2,2

# 4 entries drawn at random from the list so far, as already listed:
SMILES,AHR act,PP1 inh,proCasp3 act,proCasp7 act,PP5 primary,PAFAH2 inh,TPT1 inhibitor,HCV core dimer,Fh CTSL1 inh
Cc1cc(=O)n(C)c(=O)n1CCCCOc1ccc([N+](=O)[O-])cc1,1,2,-7,-12,0.9,-3,-4,5,-1
CNC(=S)Nc1sc2c(c1C(=O)OC)CCC2,-1,2,-5,-10,-2.6,3,0,-9,-5
COC(=O)CNC(=O)c1cc(-c2ccncc2)nc2ccc(C)cc12,2,0,-1,8,-0.4,-2,0,-1,6
Cc1ccccc1C(=O)NCC(=O)OCC(=O)NC(C)C1CC2CCC1C2 (configuration not stated),0,-1,4,-7,2.3,3,/,/,/

# Additional results follow:
SMILES,AHR act,PP1 inh,proCasp3 act,proCasp7 act,PP5 primary,PAFAH2 inh,TPT1 inhibitor,HCV core dimer,Fh CTSL1 inh
O=C(CC(Nc1ccc(F)cc1)c1ccccc1)c1ccccc1 (configuration not stated),-4,4,6,-2,3.3,1,0,1,4
CCN(CC)c1nc(-c2nn[nH]n2)nc(N(CC)CC)n1,1,1,5,-7,3.2,1,5,0,0
CCCCn1c(SCC(=O)Nc2nnc(C)s2)nnc1-c1ccncc1,0,-2,5,5,-3.8,-1,1,-3,5
COCCn1c(=S)[nH]c2cc(C(=O)NC(C)C)ccc2c1=O,5,-1,-7,0,-2.9,-6,-1,2,1
CCCCCCN=C1CC(C)(C)CC(=O)/C1=C(/O)CCC,-2,-1,-9,4,2.0,-2,-3,1,4
CC1Sc2ccc(S(=O)(=O)CCC(=O)Nc3ccc(C(C)C)cc3)cc2NC1=O (configuration not stated),5,0,2,-2,2.0,2,0,5,-2
O=C(CN1C(=O)S/C(=C\c2cccs2)C1=O)Nc1ccc(C(=O)O)c(O)c1,1,2,1,-2,0.5,-2,2,1,6
CC(=O)c1ccc(NC(=O)CCS(=O)(=O)c2ccc3c(c2)n(C)c(=O)c(=O)n3C)cc1,1,-5,6,-2,-1.1,-1,1,-6,3
C=CCn1c(=N)n(CC(=O)c2cccc([N+](=O)[O-])c2)c2ccccc21,85*,2,-3,1,-0.2,3,2,-2,6
CNC(=O)C1CCN(S(=O)(=O)c2c(C)noc2/C=C/c2cccc(C)c2)CC1,3,1,-3,3,2.1,2,1,-3,0
CCCNC(=O)CSc1ccc(S(=O)(=O)N2CCCC2)cn1,0,0,-23,-29,1.6,-1,/,/,/
CCN1CCN=C1Nc1ccccc1,1,2,-6,11,-0.1,3,-1,6,2
Cc1ccc(CN2C3=NCCCN3c3ccccc32)cc1,5,5,6,-2,3.2,4,3,-6,3
Cc1ccc(S(=O)(=O)Nc2nc(C)c(C(=O)Nc3ccccc3)s2)cc1,1,-2,2,6,2.0,3,2,5,1
N#Cc1cnn(Cc2ccccc2)c1N,0,-3,-6,-1,-1.0,7,-1,4,3
CC(=O)c1ccc(OCCCC(=O)Nc2ccc(C)c(S(=O)(=O)N(C)C)c2)cc1,2,0,9,-2,0.3,6,-3,-3,-2
COc1ccc(-c2cc(N3C(=O)Nc4ccccc4N3O)n[nH]2)c(OC)c1,1,0,-1,2,0.0,0,1,3,-1
CC(C)Sc1nc2ccccc2c(=O)[nH]1,3,0,6,9,0.5,-2,-2,1,-3
CCOCCc1nnc(NC(=O)CCc2ccccc2)s1,8,-3,6,-1,-0.4,9,-3,1,3
CCN1CCCC1CNC(=O)COc1cc(=O)n(C)c2ccccc12 (configuration not stated),0,0,7,-7,-1.5,4,-3,3,0
NC(=S)Nc1cnc2ccccc2c1,4,1,4,3,-0.6,3,-2,-4,-1
S=c1[nH]nc(-c2cccnc2)n1-c1ccccc1,-1,0,-6,-14,4.5,5,4,-1,-5
COc1ccc(-c2cc(C(F)(F)F)nc(N3CCN(C)CC3)n2)cc1OC,-4,4,3,3,-0.5,-2,0,-6,4
CC1CCCC(C)N1c1nnc(N)s1 (configuration not stated),0,-2,6,4,-0.7,1,-1,0,5
